Screens as filed in PubChem.
KLK5 inh: human KLK5 protease inhibitors, primary screen, biochemical, 1536-well; Kallikrein-5 (Homo sapiens), Q9Y337; recombinant hK5, fluorogenic AMC substrate cleavage; inhibition, % at 5 µM; actives 0.59% (n = 210,000);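 active means inhibition of 40% or more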;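 further: 0% = enzyme controls without compound and 100% = no-enzyme blanks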
Furin inh: human furin inhibitors, primary screen, biochemical, fluorescence intensity; inhibition, % at 30 µM; purified furin, fluorogenic substrate cleavage; P09958; actives 0.061% (n = 220,000); in the data active means inhibition above about 25%; further: inactives centre near -15
FXIa inh 1536: human FXIa protease inhibitors, primary screen, biochemical, 1536-well. Coagulation factor XI (Homo sapiens), P03951. purified FXIa, Boc-Glu-Ala-Arg-AMC fluorogenic substrate. inhibition, % at 5 µM. actives 0.14% (n = 220,000). AID 798, 2007;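 active means inhibition of at least 40%; inactive means inhibition below 40%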;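 further: fluorescence of freed AMC excited at 355 nm; 0% = enzyme without compound and 100% = no enzyme blank; many of its hits are not listed in these tables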
KCC2 mod: KCC2 cotransporter modulators, thallium flux, primary screen, cell-based, HEK293 KCC2, FluoZin-2 fluorescence, MLSMR | KCC2 cells, thallium flux FluoZin-2 fluorescence | B-score of Tl+ flux slope (higher = more flux/activation; lower = inhibition) at 10 µM | actives 2.2% (n = 190,000) | AID 1456, 2008;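 active means thallium flux slope and its plate-corrected score both differing from the plate sample mean at a set confidence after two filtering rounds, in either direction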;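 further: slope of fluorescence scaled to starting intensity during 10 to 20 s after thallium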
Target sequence (Q9H2X9 whole entry, looked up): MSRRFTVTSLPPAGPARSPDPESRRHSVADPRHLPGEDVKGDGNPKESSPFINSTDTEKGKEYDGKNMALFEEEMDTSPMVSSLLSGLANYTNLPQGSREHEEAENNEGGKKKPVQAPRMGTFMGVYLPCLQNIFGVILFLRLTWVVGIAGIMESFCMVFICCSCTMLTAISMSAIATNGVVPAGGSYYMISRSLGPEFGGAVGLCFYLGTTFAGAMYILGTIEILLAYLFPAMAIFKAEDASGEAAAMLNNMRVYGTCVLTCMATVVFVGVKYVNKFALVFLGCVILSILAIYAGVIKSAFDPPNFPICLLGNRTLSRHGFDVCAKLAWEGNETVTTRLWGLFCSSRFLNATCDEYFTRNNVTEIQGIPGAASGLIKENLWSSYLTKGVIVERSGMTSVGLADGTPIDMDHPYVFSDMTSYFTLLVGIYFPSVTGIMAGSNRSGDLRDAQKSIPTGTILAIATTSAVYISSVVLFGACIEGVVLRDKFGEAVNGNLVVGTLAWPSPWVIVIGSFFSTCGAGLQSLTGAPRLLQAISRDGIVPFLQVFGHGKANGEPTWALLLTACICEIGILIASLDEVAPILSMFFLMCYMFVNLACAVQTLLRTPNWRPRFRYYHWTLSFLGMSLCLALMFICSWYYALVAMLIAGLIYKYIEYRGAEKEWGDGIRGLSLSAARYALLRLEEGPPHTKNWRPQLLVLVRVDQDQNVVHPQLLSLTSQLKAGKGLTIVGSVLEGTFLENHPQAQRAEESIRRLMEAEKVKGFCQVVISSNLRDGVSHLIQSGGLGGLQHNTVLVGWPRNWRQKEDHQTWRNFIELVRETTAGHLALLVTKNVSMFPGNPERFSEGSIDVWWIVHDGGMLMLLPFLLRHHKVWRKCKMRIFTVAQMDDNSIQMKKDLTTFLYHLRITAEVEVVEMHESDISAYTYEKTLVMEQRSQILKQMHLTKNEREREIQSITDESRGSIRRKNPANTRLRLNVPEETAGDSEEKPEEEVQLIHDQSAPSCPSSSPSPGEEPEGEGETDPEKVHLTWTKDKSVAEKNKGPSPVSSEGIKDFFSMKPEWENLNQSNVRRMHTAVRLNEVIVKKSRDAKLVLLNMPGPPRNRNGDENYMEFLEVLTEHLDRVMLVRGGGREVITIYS
Rad51 HR inh: human RAD51 strand exchange inhibitors, primary screen, biochemical, fluorescence | inhibition, % at 10 µM | actives 0.085% (n = 200,000) | hRad51 DNA strand exchange, fluorescence dequenching | DNA repair protein RAD51 homolog 1 (Homo sapiens), Q06609 | AID 1385, 2008;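 active means inhibition above 40% at the single screening dose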;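 further: 0% = DMSO control wells and 100% = blanks with heterologous ssDNA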
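System: hRad51 filaments on single-stranded DNA; reagent: Fluorescein- and BHQ1-tagged 47-mer duplex; compound dosing: one concentration, 10 µM final; timing: filaments 15 min 37 °C, then compound 30 min; measured by: fluorescein emission 520 nm, excitation 485 nm; benchmarks: per-plate controls and blanks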
FXIIa inh: human FXIIa protease inhibitors, primary screen, biochemical, 1536-well. Coagulation factor XII (Homo sapiens), P00748. purified FXIIa, Boc-QGR-AMC fluorogenic substrate, 2 h. inhibition, % at 5 µM. actives 0.3% (n = 220,000). AID 800, 2007; in the data active means inhibition above about 40%;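 further: 0% = enzyme with no compound and 100% = blank without enzyme; many of its hits are not listed in these tables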
Calpain2 inh: inhibitors of pig calpain II, primary screen, biochemical, fluorogenic peptide substrate, 1536-well; actives 0.37% (n = 220,000); inhibition, % at 16 µM; purified calpain II, 30 min;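 active means inhibition above about 50%, limit read from the data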
PERK inh: block of dimerizer-induced PERK translation repression, primary screen, PERK inhibitor project, CHO PERK-DD cells, SEAP luminescence, HTS; Eukaryotic translation initiation factor 2-alpha kinase 3 (Homo sapiens), Q9NZJ5; CHO PERK-DD fusion, SEAP luminescence translation reporter; inhibition, % at 5.6 µM; actives 0.17% (n = 220,000);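 active means inhibition above the mean inhibition of all tested compounds plus 3 SD, set separately per screening campaign, cut at about 2.9% in these data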;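 further: PERK kinase domain activated by AP20187 dimerizer at 100 nM; 0% = DMSO with dimerizer and 100% = rapamycin at 8.4 µM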
Thrombin inh: human alpha-thrombin inhibitors, primary screen, counter-screen for coagulation protease inhibitor project, biochemical, 1536-well, fluorogenic AMC substrate; AID 1046, 2008; Prothrombin (Homo sapiens), P00734; actives 0.26% (n = 220,000); Boc-VPR-AMC fluorogenic substrate cleavage; inhibition, % at 5 µM;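 active means inhibition at or above 40%; inactive means inhibition below 40%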;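 further: 0% = enzyme with no compound and 100% = wells without enzyme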
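System: human alpha-thrombin protein; Compound dosing: one concentration per compound, 5 µM, with 0.2% DMSO; Timing: reaction at room temperature; Technique: AMC fluorescence, 355/460 nm; Controls: enzyme without compound as high, wells lacking enzyme as low.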
Active calls of the source: *; i = inactive; nt = not tested or not shown; [ ] = remark or other dose.

1. CCOc1ccc(CN(C)CC(=O)c2c(N)n(Cc3ccccc3)c(=O)n(CC)c2=O)cc1OC
2. COCCCNc1ccc([N+](=O)[O-])cc1C(=O)Nc1cccc(C)n1
3. CCc1cc2c(=O)n(CCC(C)C)c(=S)[nH]c2s1
4. O=C(O)CC(=O)Nc1ccc(Oc2ccc(C(F)(F)F)cn2)c(Cl)c1
5. Clc1ccc(OCCN2CCCCC2)cc1Cl
6. O=C(Nc1ccc2nsnc2c1)N1CCCCC1
7. COc1cc2c(cc1OC)C(C(=O)Nc1cccc(C)n1)C(c1cccnc1)N(C)C2=O (stereo not drawn)
8. Cc1ccc(OCC(=O)N/N=C/c2ccccc2)c([N+](=O)[O-])c1
entry no.	1	2	3	4	5	6	7	8
KLK5 inh	0	-1	0	0	-9	-16	3	19
Furin inh	0[20 µM]	-15	-7	-40	-3	3[20 µM]	-16	-6
FXIa inh 1536	5	1	-4	4	11	-6	7	31
KCC2 mod	0.38	-1.6	73*	1	0.73	0.84	nt	-0.012
Rad51 HR inh	0	-12	8	2	nt	1	1	-4
FXIIa inh	20	6	7	10	17	-26	15	28
Calpain2 inh	3	24	5	-41	14	i	1	22
PERK inh	-0.7	0.8	-0.6	0.7	-0.7	1.2	-0.5	0.8
Thrombin inh	2	1	-12	0	0	-8	1	0

9. COC(=O)c1ccc(Nc2cc(C)nc3ncnn23)cc1
10. C=CCn1c(SCC(=O)/C(C#N)=C(\C)N)nc2sc(C)c(C)c2c1=O
11. COc1ccccc1NC(=O)C(=O)N1N=C(C(C)C)CC1(O)C(F)(F)F (stereo not drawn)
12. COCCn1c(SCC#N)nnc1-c1ccccc1O
13. NN(CCO)C(=S)Nc1ccc(Cl)cc1
14. O=C(CSc1nncs1)N1CCN(S(=O)(=O)c2ccccc2)CC1
15. CC1(C)Cc2c(C#N)c(SCc3nc4ccccc4[nH]3)nc(N3CCOCC3)c2CO1
16. CCCCNC(=O)CC1N=C2c3ccccc3N=C(SCC(=O)Nc3ccccc3OC)N2C1=O (stereo not drawn)
entry no.	9	10	11	12	13	14	15	16
KLK5 inh	-8	-31	-37	3	-2	3	6	-1
Furin inh	-22	-20[20 µM]	-12[20 µM]	-29	-29	-8	-11	-16
FXIa inh 1536	-4	-3	10	0	-4	10	2	-4
KCC2 mod	nt	-0.036	nt	-0.036	-1.5	0.69	nt	-0.2
Rad51 HR inh	6	-5	-2	6	2	3	2	-1
FXIIa inh	5	11	20	11	7	19	10	8
Calpain2 inh	20	-22	-10	-14	-8	16	-35	-151
PERK inh	1.2	0.0	0.7	-0.2	1.4	1.2	-1.1	0.3
Thrombin inh	-3	-1	3	4	-8	15	1	-6

Record cards (already shown). Values in the order: KLK5 inh, Furin inh, FXIa inh 1536, KCC2 mod, Rad51 HR inh, FXIIa inh, Calpain2 inh, PERK inh, Thrombin inh
COCCn1c(SCC#N)nnc1-c1ccccc1O is entered as 3, -29, 0, -0.036, 6, 11, -14, -0.2, 4
CC1(C)Cc2c(C#N)c(SCc3nc4ccccc4[nH]3)nc(N3CCOCC3)c2CO1 is entered as 6, -11, 2, nt, 2, 10, -35, -1.1, 1
O=C(CSc1nncs1)N1CCN(S(=O)(=O)c2ccccc2)CC1 is entered as 3, -8, 10, 0.69, 3, 19, 16, 1.2, 15
COC(=O)c1ccc(Nc2cc(C)nc3ncnn23)cc1 is entered as -8, -22, -4, nt, 6, 5, 20, 1.2, -3
COc1ccccc1NC(=O)C(=O)N1N=C(C(C)C)CC1(O)C(F)(F)F (stereo not drawn) is entered as -37, -12[20 µM], 10, nt, -2, 20, -10, 0.7, 3

Next section.
17. COc1ccccc1NC(=O)Nc1ccccc1C(N)=O
18. CC(O)CNCCCOc1cccc(Oc2ccccc2)c1 (stereo not drawn)
19. CN(C)S(=O)(=O)c1ccc(Cl)c(NC(=O)COC(=O)c2ccc3c(c2)NC(=O)CS3)c1
20. O=C(NCCCN1CCCC1=O)Nc1ccc(Cl)cc1
21. O=S(=O)(NCCSc1ccc(Cl)cc1)c1ccc(F)cc1
22. COc1ccc(C)cc1N(CC(=O)Nc1cccnc1)S(=O)(=O)c1ccccc1
23. COc1ccc(C(=O)c2ccc(N3CCOCC3)c([N+](=O)[O-])c2)cc1
24. Clc1ccc(-c2nnc(SCc3ccon3)o2)c(Cl)c1
entry no.	17	18	19	20	21	22	23	24
KLK5 inh	-5	-3	8	nt	-1	1	6	-2
Furin inh	-15	-21	-22	-15[20 µM]	-14[20 µM]	-23	-3	-11[20 µM]
FXIa inh 1536	-6	-2	0	nt	4	0	1	-3
KCC2 mod	0.73	-0.079	0.71	0.32	-0.36	0.23	-0.84	0.42
Rad51 HR inh	2	4	-17	-16	-33	1	6	-2
FXIIa inh	-2	2	-1	nt	16	4	6	-4
Calpain2 inh	-13	-9	-14	nt	21	6	26	22
PERK inh	1.3	0.2	0.0	0.0	0.3	-0.7	-0.5	0.0
Thrombin inh	-6	-12	-11	nt	-3	-3	-10	-7

25. Cc1ccn2cc(C34CC5CC(CC(C5)C3)C4)nc2c1
26. CC(C)S(=O)(=O)c1cnc(-c2ccccn2)nc1N
27. O=C(CSc1nnc(-c2ccco2)n1-c1ccccc1)NCCc1ccccc1
28. S=c1[nH]nc(-c2cccs2)n1/N=C/c1cn(-c2ccccc2)nc1-c1ccccc1
29. CCc1ccc(NC(=O)Cn2ncc3c4ccccc4n(C)c3c2=O)cc1
30. CCn1c(C)nc2cc(C(=O)N/N=C/c3ccc(O)c(O)c3O)ccc21
31. S=c1[nH]nc(C2CC2)n1Cc1ccco1
32. Cc1ccc(CCN2CC(C(=O)NCCCN3CCCCCC3)CC2=O)cc1 (stereo not drawn)
entry no.	25	26	27	28	29	30	31	32
KLK5 inh	-2	-4	-2	1	1	-30	-4	4
Furin inh	-21	-27	-21	-6	-29	-3	-8[20 µM]	-19
FXIa inh 1536	-4	-9	-2	2	-7	-4	-10	-2
KCC2 mod	0.081	-0.069	nt	1.7	-1.3	-0.095	-1.1	-0.02
Rad51 HR inh	-13	9	-7	-23	15	-21	nt	0
FXIIa inh	8	3	3	-2	6	0	1	-7
Calpain2 inh	-29	3	0	-16	-1	-46	8	-14
PERK inh	-0.1	0.8	-1.0	0.4	0.0	1.6	1.0	0.2
Thrombin inh	-3	-3	-2	-1	-6	-1	-5	0

33. CSc1ccccc1C(=O)NCc1ccccc1
34. CCOC(=O)C1(CC2CCCCO2)CCN(C(=O)NCc2ccccc2)CC1 (stereo not drawn)
35. O=c1oc2ccccc2c2c1C(c1ccc(Cl)cc1)Nc1ccc3ccccc3c1-2 (stereo not drawn)
36. CCNC(=O)C(=O)c1c(-c2ccccc2)[nH]c2ccccc12
37. Cc1c(C(=O)N2CCCC2)sc(NC(=O)c2ccccc2)c1C#N
38. CCOc1cccc(-c2nnc3sc(C4CCCCC4)nn23)c1
39. COc1ccc(-c2cc(=O)c3cc(OC)ccc3[nH]2)cc1
40. Cc1ccc(C(=O)c2no[n+]([O-])c2C(=O)c2ccc(C)cc2)cc1
entry no.	33	34	35	36	37	38	39	40
KLK5 inh	-4	nt	-41	0	-8	-11	-5	-9
Furin inh	-20	-20	-18[20 µM]	-10	-10[20 µM]	-10	-48	-30
FXIa inh 1536	-3	-1	-7	-3	0	0	4	10
KCC2 mod	0.53	-1.8	0.23	-0.48	0.45	nt	0.72	-2
Rad51 HR inh	15	19	-5	-22	-8	6	-8	nt
FXIIa inh	3	3	5	4	5	6	11	15
Calpain2 inh	4	-16	-113	34	-1	25	-129	20
PERK inh	1.8	-0.1	0.0	-0.5	0.6	-0.4	1.3	0.8
Thrombin inh	-5	-3	2	-17	-3	0	1	0

41. OCCC1CN(Cc2ccon2)CCN1Cc1ccc(F)c(F)c1 (stereo not drawn)
42. Cc1c(Br)ccc(NC(=O)c2ccccc2[N+](=O)[O-])c1C
43. Cc1cc2cc(CN(Cc3cccs3)S(=O)(=O)c3ccc4c(c3)OCCO4)c(=O)[nH]c2cc1C
44. Oc1ccc(-c2[nH]nc(-c3ccccc3)c2-c2nc3ccccc3[nH]2)cc1
45. COc1ccc(CN(C(=O)CSc2nnc(-c3ccc(F)cc3)o2)c2ccc(F)cc2)cc1
46. C/C=C(/C)C(=O)Nc1cccc(C2=NOC3(C2)C[C@H](C(N)=O)N(C(=O)COc2ccc(Cl)cc2)C3)c1 (stereo partly drawn)
47. O=C(c1cc([N+](=O)[O-])ccc1N1CCCCC1)N1CCCCC1
48. CS(=O)(=O)N1CCC(C(=O)Nc2ccc3c(c2)OCCO3)CC1
entry no.	41	42	43	44	45	46	47	48
KLK5 inh	0	-5	-3	-4	7	3	4	-22
Furin inh	-31	-19	-6	-15[20 µM]	-16	-25	-27	-6[20 µM]
FXIa inh 1536	-3	-4	2	3	4	2	-12	-1
KCC2 mod	-0.53	0.42	0.73	-0.35	-1.2	-0.013	1	-0.091
Rad51 HR inh	0	-14	-5	-7	-7	-3	-2	10
FXIIa inh	5	3	1	16	16	10	17	7
Calpain2 inh	-27	-25	4	-49	17	24	-10	14
PERK inh	0.5	1.3	-0.6	1.3	-0.8	nt	0.3	0.3
Thrombin inh	-7	0	-8	3	2	6	6	-6

Only part of the results is shown. The share of hits here may be higher or lower than overall.
